Bioassay records: PubChem BioAssay, several laboratories
Cdc25B block = inhibitors of Cdc25B phosphatase catalytic domain, primary screen, biochemical, OMFP fluorescence | recombinant Cdc25B, OMFP fluorescence Ex485/Em525 | M-phase inducer phosphatase 2 (Homo sapiens), P30305 | 0.1% of 65,000 active | inhibition, %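 (compounds tested at 10 µM final in the well)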; in the data active = inhibition above about 50%
Hsp90 inh = tumor Hsp90 inhibitors, primary screen, cell lysate, fluorescence polarization, NCI-N417 lysate; AID 429, 2006; Cy3B-geldanamycin FP displacement; inhibition, % at 30 µM; Heat shock protein HSP 90-alpha (Homo sapiens), P07900; 0.35% of 64,000 active;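 active = inhibition above 50%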;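 also: 0% = tracer plus lysate wells and 100% = tracer alone without lysate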
AP complement = alternative complement pathway inhibitors, primary screen, biochemical, ELISA, human serum, orthogonally pooled compounds | LPS-coated ELISA, C3 deposition; tested in compound mixtures | inhibition, % at 5 µM | 0.08% of 62,000 active | AID 1235, 2008;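 active = inhibition above 30% in each of the two pooled mixtures holding the compound, so the lower value exceeds 30%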;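 also: 0% = serum in Mg-EGTA without compound and 100% = EDTA serum blank; some compounds past the cut are filed as inactive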
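Assay system: Human serum alternative complement pathway, C3 deposition on LPS-coated wells | Incubation: 1 h serum-compound exposure at 37 °C | Doses: 5 µM per compound in ten-compound mixtures | Read-out: Percent inhibition | Technique: ELISA with HRP anti-human C3 antibody, TMB substrate, absorbance 450 nm | Replication: Two pool placements per compound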
CatB mixtures = cathepsin B inhibitors from pooled compounds, primary screen, biochemical, compound mixtures, AMC fluorescence | P07858 | Purified cathepsin B, AMC dipeptide fluorescence | inhibition, %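 (ten-compound pools at 5 µM per compound and 50 µM total)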 | 0.06% of 62,000 active; in the data active = inhibition above about 22%, passing the limit was not always enough;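 also: 0% = enzyme without compound and 100% = no enzyme blank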
CatB block = human cathepsin B inhibitors, primary screen, biochemical, fluorogenic substrate. purified cathepsin B, fluorescence. inhibition, %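 (tested at 10 µM)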. 0.1% of 63,000 active; in the data active = inhibition above about 21%;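 also: 0% = enzyme with no compound and 100% = no enzyme blank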
D1 allo mod = D1 CRE-luciferase signal change, two-sided – cell-based, HEK293 D1, dopamine EC30, D1 allosteric modulator project, primary screen; D(1A) dopamine receptor (Homo sapiens), P21728; dopamine EC30 potentiation; actives deviate in either direction; B-score at 10 µM; 5.9% of 58,000 active; AID 641, 2007;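 active = luminescence count or its row- and column-corrected plate score outside the 99.7% band of the plate's sample wells, on either side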
Target sequence (P21728 whole entry, looked up): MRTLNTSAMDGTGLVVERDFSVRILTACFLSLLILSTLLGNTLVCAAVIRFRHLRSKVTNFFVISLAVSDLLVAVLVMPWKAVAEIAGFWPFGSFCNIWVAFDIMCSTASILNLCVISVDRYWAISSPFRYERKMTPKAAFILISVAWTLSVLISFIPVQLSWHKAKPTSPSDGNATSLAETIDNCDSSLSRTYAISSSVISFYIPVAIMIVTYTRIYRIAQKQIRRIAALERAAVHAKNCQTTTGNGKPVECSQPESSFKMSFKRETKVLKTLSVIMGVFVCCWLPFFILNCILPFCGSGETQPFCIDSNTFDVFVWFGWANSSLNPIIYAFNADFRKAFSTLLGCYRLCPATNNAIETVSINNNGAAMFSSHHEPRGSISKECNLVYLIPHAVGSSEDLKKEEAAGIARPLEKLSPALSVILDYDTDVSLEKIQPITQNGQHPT
DUSP1 inh = MKP-1 phosphatase inhibitors, primary screen, biochemical, in vitro | recombinant MKP-1, OMFP hydrolysis fluorescence | inhibition, %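 (compounds tested at a single concentration somewhere between 10 and 100 µM)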 | 0.15% of 65,000 active;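 active = inhibition above about 50%, limit read from the data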;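 also: 0% = DMSO max control wells and 100% = wells with enzyme stopped by NaOH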
Target sequence (P28562 whole entry, looked up): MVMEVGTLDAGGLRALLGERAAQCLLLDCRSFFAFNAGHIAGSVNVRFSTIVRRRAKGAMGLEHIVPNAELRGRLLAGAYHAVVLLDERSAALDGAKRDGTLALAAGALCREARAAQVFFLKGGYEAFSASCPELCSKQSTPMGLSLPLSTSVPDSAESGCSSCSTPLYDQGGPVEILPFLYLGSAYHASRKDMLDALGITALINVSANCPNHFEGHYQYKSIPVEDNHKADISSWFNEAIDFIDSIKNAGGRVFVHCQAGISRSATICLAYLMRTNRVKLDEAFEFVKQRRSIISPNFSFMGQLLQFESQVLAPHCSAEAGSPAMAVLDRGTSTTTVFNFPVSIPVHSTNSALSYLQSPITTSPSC
Ec RNAP inh = E. coli RNAP inhibitors, biochemical; 0.2% of 62,000 active; AID 559, 2006; E. coli RNA polymerase, fluorescence transcription assay; inhibition, %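 (tested at 10 µM)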; DNA-directed RNA polymerase subunit beta (Escherichia coli (strain K12)), P0A8V2; in the data active = inhibition above about 20%;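 also: 0% = enzyme without compound and 100% = no enzyme blank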
Ecoli tolC = growth inhibitors of E. coli tolC mutant, primary screen, strain BW25113 ΔtolC::kan, 384-well. 2.2% of 65,000 active. growth inhibition, % at 10 µM (by protocol). OD615;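 active = growth inhibition at or above a cutoff equal to the mean over every tested compound plus 3 SD, cut at about 60% in these data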;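 also: growth measured after 20 h incubation at 37 °C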
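Test system: tolC-deleted E. coli BW25113; medium: LB with kanamycin 50 µg/mL; compound: single-point testing at 10 µM; incubation: 20 h compound exposure of bacteria at 37 °C; signal: OD at 615 nm; evaluation: growth inhibition in percent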
An asterisk follows results filed as active; . = not tested or not shown. Hits appear at their usual frequency. About 7.6% of those tested had a hit in this group.

SMILES	Cdc25B block	Hsp90 inh	AP complement	CatB mixtures	CatB block	D1 allo mod	DUSP1 inh	Ec RNAP inh	Ecoli tolC
CCCn1c(NC(=O)c2cccc(S(=O)(=O)N3CCCC3)c2)nc2ccccc21	-10	-5	-4	-1	4	.	17	7	53
C=CCN=C(NC#N)SCC(=O)NCc1ccccc1	2	-8	11	4	-2	0.11	10	.	-9
CCC(=O)c1cn(CC(=O)NCc2cccnc2)c2ccccc12	-2	-3	1	-1	4	-0.44	5	6	-1
CCOC(=O)CNC(=O)C1c2cc(OC)c(OC)cc2C(=O)N(C)C1c1ccccc1F (stereo not drawn)	-14	.	15	4	-1	0.28	-3	5	-4
COCCCNC(=O)C(F)(F)C(F)(F)C(=O)NCCCOC	-1	-2	22	4	7	0.3	-6	3	-8
COc1ccc(C2=NOC(C(=O)NCc3ccccc3)C2)cc1 (stereo not drawn)	7	2	19	4	2	-0.22	2	8	-13
N#Cc1ccccc1CSc1ccccn1	0	1	6	0	6	-0.0091	-3	4	8
CCC(C)(C)n1nnnc1C(C(C)C)N(CCCO)Cc1cc2cc(C)ccc2[nH]c1=O (stereo not drawn)	-11	-5	10	5	1	1.7	33	11	12
CC1CCN(C(=O)N[C@@H](Cc2ccccc2)C(=O)O)CC1	-19	-1	-11	5	15	-0.0053	-19	6	2
COC(=O)C1=C(C)N(C)C(=O)NC1c1ccc(O)c(OC)c1 (stereo not drawn)	-8	0	9	-3	-1	0.054	5	1	0
O=c1c2ccccc2nc(SCc2nnc(-c3ccccc3)o2)n1-c1ccccc1	-4	-3	4	1	3	0.28	8	12	37
CNC(=O)CSc1nnnn1-c1ccc(C)cc1C	-6	1	9	-4	0	0.32	-27	7	-19

Random excerpt: six compounds from above.
SMILES	Cdc25B block	Hsp90 inh	AP complement	CatB mixtures	CatB block	D1 allo mod	DUSP1 inh	Ec RNAP inh	Ecoli tolC
CC1CCN(C(=O)N[C@@H](Cc2ccccc2)C(=O)O)CC1	-19	-1	-11	5	15	-0.0053	-19	6	2
CCCn1c(NC(=O)c2cccc(S(=O)(=O)N3CCCC3)c2)nc2ccccc21	-10	-5	-4	-1	4	.	17	7	53
COC(=O)C1=C(C)N(C)C(=O)NC1c1ccc(O)c(OC)c1 (stereo not drawn)	-8	0	9	-3	-1	0.054	5	1	0
CCOC(=O)CNC(=O)C1c2cc(OC)c(OC)cc2C(=O)N(C)C1c1ccccc1F (stereo not drawn)	-14	.	15	4	-1	0.28	-3	5	-4
CCC(C)(C)n1nnnc1C(C(C)C)N(CCCO)Cc1cc2cc(C)ccc2[nH]c1=O (stereo not drawn)	-11	-5	10	5	1	1.7	33	11	12
N#Cc1ccccc1CSc1ccccn1	0	1	6	0	6	-0.0091	-3	4	8

The main list resumes, starting 5 compounds before the break.
SMILES	Cdc25B block	Hsp90 inh	AP complement	CatB mixtures	CatB block	D1 allo mod	DUSP1 inh	Ec RNAP inh	Ecoli tolC
CCC(C)(C)n1nnnc1C(C(C)C)N(CCCO)Cc1cc2cc(C)ccc2[nH]c1=O (stereo not drawn)	-11	-5	10	5	1	1.7	33	11	12
CC1CCN(C(=O)N[C@@H](Cc2ccccc2)C(=O)O)CC1	-19	-1	-11	5	15	-0.0053	-19	6	2
COC(=O)C1=C(C)N(C)C(=O)NC1c1ccc(O)c(OC)c1 (stereo not drawn)	-8	0	9	-3	-1	0.054	5	1	0
O=c1c2ccccc2nc(SCc2nnc(-c3ccccc3)o2)n1-c1ccccc1	-4	-3	4	1	3	0.28	8	12	37
CNC(=O)CSc1nnnn1-c1ccc(C)cc1C	-6	1	9	-4	0	0.32	-27	7	-19
CCOC(=O)c1cnc2sccn2c1=O	-12	-19	1	-5	-5	-0.34	4	6	-5
COCCn1c(C)cc(C(=O)COc2nc3ccccc3nc2C)c1C	-6	-1	2	1	0	-1.8	2	4	-8
Cc1ccc(S(=O)(=O)N(CC(=O)N2CCOCC2)CC(=O)N2CCOCC2)cc1	-4	-3	12	6	2	-0.83	-6	11	-6
CC1CN(S(=O)(=O)c2ccc(NC(=O)c3ccco3)cc2)CC(C)O1 (stereo not drawn)	-9	-4	7	6	2	.	-20	0	-9
Cc1cc(NC(=O)c2cccc(S(=O)(=O)N3CCCCCC3)c2)n(-c2ccccn2)n1	-28	-2	3	-2	0	3.7	17	-5	2
Cc1c(C(=O)NCc2ccccn2)oc2ccccc12	-2	-8	13	-5	-3	-0.21	4	-11	-2
Cc1ccc(-c2nc(CS(=O)CC(=O)NCc3ccccn3)c(C)o2)cc1 (stereo not drawn)	-1	-2	0	2	9	0.27	3	8	-8
CCCOC(=O)c1ccc(Nc2cc(C)nc3ncnn23)cc1	-8	-3	-4	6	2	-1.7	2	6	-5
COc1ccc(NC(=O)Cc2nc3ccccc3[nH]2)cc1	-14	-2	8	-2	-1	0.5	9	6	-1
Cc1nc2ccccc2c2c1C(=O)N(CCC1=CCCCC1)C2=O	-5	-6	9	-15	1	0.6	6	4	23
O=C(NC1CCS(=O)(=O)C1)C1CCCCN1S(=O)(=O)c1ccc(Cl)cc1 (stereo not drawn)	-2	.	2	2	5	-0.31	6	6	-6
O=C(Nc1ccc(F)cc1)N1CCn2c(nc3ccccc32)C1	-2	-1	0	5	6	-0.25	5	7	9
Cc1cc(Nc2ccccc2F)n2nc(C)nc2n1	-1	0	5	-6	-2	0.32	-15	6	-7
O=C(Cc1coc2ccc3ccccc3c12)N1CCCC1	-5	-4	19	-6	0	1.1	-5	-2	24
CC(C)OCCCn1c(=S)[nH]c2ncccc2c1=O	-3	-5	8	2	0	.	-14	3	-19
CC(=O)c1ccc(NC(=O)CSc2nnc(-c3ccoc3C)n2Cc2ccccc2)cc1	-16	2	-1	8	11	0.52	1	5	-2
Cc1cc(OCc2nn[nH]n2)c2c(C)c(Cc3ccccc3)c(=O)oc2c1	8	-2	7	6	-3	-0.44	16	3	37
Cc1nc2ccccc2cc1C(=O)NCc1ccco1	-2	-6	-1	4	1	-0.039	-13	10	-3
CCN(CC)Cc1cc(CC(C(N)=O)C(N)=O)ccc1OC	-11	-6	12	-3	1	-0.11	-16	4	-9
CC(C)n1c(SCC(=O)N2CCCc3ccccc32)nc2c1c(=O)n(C)c(=O)n2C	-12	2	-3	2	2	.	7	11	3
COC(=O)c1cccc(NC(=O)CN(c2ccc3c(c2)OCO3)S(C)(=O)=O)c1C	-11	-7	-12	4	8	-0.34	3	.	-15
CCOC(=O)N1CCC(NC(=O)Cc2ccc(-n3c(=O)[nH]c4ccccc4c3=O)cc2)CC1	3	-1	-10	2	4	-0.06	6	7	-14
Cc1ccccc1NC(=O)CSc1nc(N)c(C#N)c(-c2cccs2)c1C#N	9	-3	1	5	-3	3.4	12	9	12
Cc1ccc(C(=O)C2CCN(CC(=O)Nc3ccc(N(C)C)cc3)CC2)cc1	6	-2	8	3	-2	0.21	9	5	6

An excerpt of these results, as labelled records:
COC(=O)C1=C(C)N(C)C(=O)NC1c1ccc(O)c(OC)c1 (stereo not drawn)
  Cdc25B block = -8	Hsp90 inh = 0	AP complement = 9	CatB mixtures = -3	CatB block = -1	D1 allo mod = 0.054	DUSP1 inh = 5	Ec RNAP inh = 1	Ecoli tolC = 0

O=c1c2ccccc2nc(SCc2nnc(-c3ccccc3)o2)n1-c1ccccc1
  Cdc25B block = -4	Hsp90 inh = -3	AP complement = 4	CatB mixtures = 1	CatB block = 3	D1 allo mod = 0.28	DUSP1 inh = 8	Ec RNAP inh = 12	Ecoli tolC = 37

Remaining list, next part.
SMILES	Cdc25B block	Hsp90 inh	AP complement	CatB mixtures	CatB block	D1 allo mod	DUSP1 inh	Ec RNAP inh	Ecoli tolC
COc1ccc(-n2nnnc2SCC(=O)NCCc2ccc(OC)c(OC)c2)cc1	2	-4	10	0	0	-0.012	-16	4	0
Cc1ccc(S(=O)(=O)N(C)CC(=O)Nc2nc3ccccc3s2)cc1	-2	-1	16	2	1	0.75	-1	3	35
Cn1c(=O)c2c(nc(NCc3ccc4c(c3)OCO4)n2Cc2ccccc2)n(C)c1=O	-33	0	.	.	2	.	-14	-14	16
CCOC(=O)C1CCCN(CC(=O)Nc2c(F)c(F)c(F)c(F)c2F)C1 (stereo not drawn)	0	-1	10	-2	5	1.6	7	4	2
CCCCn1c(CCCNC(=O)CC)nc2ccccc21	-23	0	11	1	-2	0.97	-3	5	-10
COc1ccc(C2CC(C(F)(F)F)n3ncc(C(=O)NCC4CCCO4)c3N2)cc1OC (stereo not drawn)	-17	0	.	.	1	.	-1	10	10
COc1ccc(Cn2c(=O)c3c(nc(NCCO)n3C)n(C)c2=O)cc1	7	-4	.	.	2	.	-19	12	19
C/C=C(\C)CN1CCN(c2cc(C)ccc2C)CC1	-14	1	11	-2	.	-0.43	-13	.	-9
O=c1c2ccccc2nc(CSc2nnnn2-c2ccccc2)n1-c1ccccc1	-9	-1	16	5	5	0.26	12	.	-14
O=C1OC(Nc2ccc(Br)cc2F)c2ccccc21 (stereo not drawn)	24	-3	.	.	3	-0.25	-22	10	-3
Nn1c(SC/C=C/c2ccccc2)nnc1-c1ccccn1	4	.	10	5	-3	-0.11	8	8	10
Cc1cc(C)c(S(=O)(=O)Nc2cccc3nsnc23)c(C)c1	-4	-6	6	1	2	-0.71	-13	6	26
Cc1ccc(C(=O)CCNc2ccc(Br)cc2)o1	-4	0	4	2	6	0.12	-1	2	4
CCn1c(=O)c(=O)n(CC)c2cc(S(=O)(=O)Nc3cccc(OC)c3)ccc21	1	0	2	2	0	-1.2	7	4	-1
CC1CCN(CC(=O)Nc2sc3c(c2C#N)CCC3)CC1	-7	-4	9	7	3	0.68	6	5	4
Cc1cc(C)n(-c2ccc(C(=O)Nc3ccccc3N3CCOCC3)cc2)n1	-1	-5	9	-1	1	-0.58	29	3	6
Cc1ccc(-c2cc3nc(C)cc(NCc4ccco4)n3n2)cc1	-13	-3	1	0	2	-1.9	5	-1	48
Cc1cc(=O)c2ccccc2[nH]1	-4	-2	-1	0	1	0.026	-19	8	-22
CCc1ccc2c(c1)[C@]1(C(=O)N2)[C@@H]2C(=O)N(Cc3ccccc3)C(=O)[C@@H]2[C@@H]2CCCN21	-6	-5	10	2	4	0.0041	8	9	45
O=C(CNCC1CCCO1)Nc1ccccc1-n1cccc1 (stereo not drawn)	-12	0	-1	2	3	0.18	-7	11	-17
CC1CCN(c2nc(-c3ccncc3)nc3ccccc23)CC1	-20	-2	14	6	-5	3.9*	2	2	37
CCCC1(C(=O)O)NC(c2cccc(OC)c2O)C2C(=O)N(c3ccccc3)C(=O)C21 (stereo not drawn)	-15	-3	16	6	1	-0.66	-2	4	-13
CC(C)(C)c1cc(-c2ccco2)c(C#N)c(SCC#N)n1	19	-3	22	5	-3	0.048	-18	-1	8
COCCNCC(=O)NC12CC3CC(CC(C3)C1)C2	2	-4	10	-6	-1	-0.38	-15	7	-6
